Bioassay records deposited in PubChem BioAssay by several laboratories.
AID2073: disruptors of CaV2.2 binding to Mint1 – biochemical, HTRF (AID 2073); inhibition, % at 20 µM; hits with a dose series show IC50 in µM; 0.19% of 290,000 active; HTRF protein-protein interaction, Mint1-CaV2.2; higher % means a stronger effect; in the data active means inhibition mostly above about 51%, no sharp cut-off; further: some results filed as inactive read as strong as hits
NOD1 NF-kB reporter: inhibition of NOD1-driven NF-kB reporter – cell-based, luminescence, uHTS, primary screen (AID 1578); NOD1-driven NF-kB luciferase reporter cells, luminescence; higher % means a stronger effect; inhibition, % at 4 µM, or EC50 in µM where a hit was titrated; 1% of 290,000 active; in the data active means inhibition mostly above about 36%, no sharp cut-off; inactive means mostly below about 34%;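 further: HEK-293T reporter cells stimulated with the NOD1 agonist gamma-tri-DAP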
KOR beta-arrestin-1: kappa opioid receptor activators – cell-based, luminescence, uHTS, primary screen (AID 1777); KOR beta-arrestin recruitment, luminescence; higher % means a stronger effect; activation, % at 10 µM, or EC50 in µM where a hit was titrated; 0.02% of 280,000 active; in the data active means activation above about 50%, passing the limit was not always enough; further: a part of the inactive calls stands beside numbers as strong as those of hits
M1AAP inhibition: P. falciparum M1AAP inhibitors, biochemical, fluorogenic H-Leu-NHMec substrate, 1536-well (AID 1445); recombinant M1AAP, H-Leu-NHMec fluorogenic kinetic assay; higher % means a stronger effect; one-dose inhibition, % at 30 µM; IC50 in µM for titrated hits; 0.42% of 220,000 active;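 active means primary inhibition above the hit cutoff, then over 50% inhibition at one or more dose response concentrations, cut at about 23% in these data, passing the limit was not always enough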;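 further: plate controls were DMSO full reaction for no effect and no enzyme background for full effect; strong numbers were not always called active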
Dynein cargo inh: dynein cargo transport inhibition; 3617.4 mouse cells, GR-EGFP nuclear translocation imaging; test concentration mostly 20 µM; stimulated with dexamethasone, 1 µM; active compounds read low; 0.47% of 220,000 active; z-score, hits read low; AID 1381;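 active means plate z-score of nuclear minus cytoplasmic receptor signal below a set negative limit, without overly bright fluorescence or cell loss, cut at about -3.5 in these data, passing the limit was not always enough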;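 further: z-score of nuclear minus cytoplasmic ring GR-EGFP intensity difference per well; some compounds called inactive have numbers as strong as hits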
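Also added – dexamethasone, 1.0 µM final · Buffer or medium – tet-free, stripped-serum medium · Schedule – induction 48 h, compound 1 h, agonist 30 min · Detection – formaldehyde fixation, Hoechst nuclear stain, 10x automated fluorescence imaging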
GPR55 activation: selective activators of receptor GPR55 – imaging, U2OS cells, beta-arrestin-GFP redistribution, primary screen (AID 1961) | U2OS GPR55 beta-arrestin-GFP redistribution imaging; higher % means a stronger effect | activation, % at 10 µM, or EC50 in µM where a hit was titrated | 0.048% of 290,000 active;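 active means activation above 40% with more than 50 cells counted in the well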;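 further: U2OS osteosarcoma cells stably expressing GPR55 and beta-arrestin-GFP; plate controls were DMSO negative control for no effect and LPI positive control for full effect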
NOD2 inhibition: NOD2 signaling inhibitors, cell-based, luminescence, uHTS, HEK293 (AID 1566) | HEK293 NOD2/NF-kB luciferase reporter, luminescence; higher % means a stronger effect | inhibition, % at 4 µM; hits with a dose series show EC50 in µM | 0.63% of 290,000 active; further: many of its hits are not listed in these tables
M17LAP inhibition: P. falciparum M17LAP inhibitors, primary screen, biochemical, fluorogenic H-Leu-NHMec substrate, 1536-well (AID 1619) | 0.38% of 220,000 active | inhibition, % at 30 µM, or IC50 in µM where a hit was titrated | recombinant M17LAP, H-Leu-NHMec fluorogenic kinetic assay; higher % means a stronger effect;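 active means compound inhibiting the enzyme by more than half at any dose during confirmatory dose-response retesting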;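 further: plate controls were full reaction with DMSO carrier for no effect and no enzyme background for full effect; strong numbers were not always called active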
KOR beta-arrestin-2: KOR antagonists, beta-arrestin recruitment, cell-based, luminescence, uHTS (AID 1778) | KOR beta-arrestin recruitment, luminescence, antagonist mode; higher % means a stronger effect | inhibition, % at 10 µM, or IC50 in µM where a hit was titrated | 0.091% of 290,000 active; further: strong numbers were not always called active
Dynein cargo inh cytoplasmic EGFP: further read-out of Dynein cargo inh, marked with its call; z-score; measured here: cytoplasmic GR-EGFP intensity; active compounds read high
Dynein cargo inh nuclear GR-EGFP: recorded beside Dynein cargo inh, whose call it bears; z-score; measured here: nuclear GR-EGFP intensity;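 lower value marks the stronger effect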
Dynein cargo inh cell count: also measured in Dynein cargo inh; calls as there; z-score; measured here: cell count per field
An asterisk follows results filed as active; · = no result given; [ ] = another dose, or the depositor's remark. Unless noted, no stated cut-off is given here; in the data, active means inhibition above about 50%; inactive means the rest.

Each structure is followed by: AID2073	NOD1 NF-kB reporter	KOR beta-arrestin-1	M1AAP inhibition	Dynein cargo inh	Dynein cargo inh cytoplasmic EGFP	Dynein cargo inh nuclear GR-EGFP	Dynein cargo inh cell count	GPR55 activation	NOD2 inhibition	M17LAP inhibition	KOR beta-arrestin-2
CCOC(=O)N1CCC(NC(=O)c2cc(COc3c(C)cccc3C)on2)CC1
→ 0.5%	-26.0%	-1.8%	·	·	·	·	·	0.2%	21.1%	·	30.1%
CCCC1S/C(=N/N=C/c2ccc(OC)cc2)N(Cc2ccccc2)C1=O (stereo not drawn)
→ -4.0%	29.7%	-3.8%	2.6%	-0.153	-0.229	0.192	0.054	0.0%	6.5%	6.7%	-30.2%
NC1=NC(=O)/C(=C/c2cn(CCC(=O)O)nc2-c2ccc(Cl)cc2)S1
→ 13.8%	-34.5%	3.6%	9.7%	0.802	-0.228	1.04	-1.26	2.6%	-10.5%	-3.3%	10.4%
Cc1cc(C)cc(N(CC(=O)NC2CCCC2)C(=O)C2(C)CC(=O)N=C3C=CC=CN32)c1 (stereo not drawn)
→ 5.1%	-12.8%	-8.0%	7.0%	0.589	-0.28	0.663	-0.655	-0.1%	13.7%	-77.2%	-21.2%[20 µM]
O=C(NC12CC3CC(CC(C3)C1)C2)c1cccnc1
→ 3.5%	1.4%	-1.8%	1.1%	-0.424	-0.203	-0.279	0.293	-0.3%	2.8%	11.8%	-30.7%
CC1CC(C)CN(CCCn2c(=S)[nH]c3ccccc3c2=O)C1 (stereo not drawn)
→ -24.8%	-33.8%	1.7%	-4.5%	1.46	0.34	1.18	-0.789	-0.1%	-6.2%	1.9%	-28.0%
O=C(O)c1cccc(N2C(=O)c3ccc(C(=O)c4cccc([N+](=O)[O-])c4)cc3C2=O)c1
→ 12.9%	2.6%	2.3%	-1.7%	-0.499	-0.266	0.147	0.784	-0.1%	-29.1%	-3.6%	49.3%
Cc1cc(N2CC(C)OC(C)C2)nc2ccccc12 (stereo not drawn)
→ -9.5%	-3.5%	2.5%	3.2%	1.39	-0.246	1.26	-2.06	-0.3%	-7.7%	-5.7%	-26.9%
O=S(=O)(Nc1ccc(O)c2ccccc12)c1cccs1
→ -38.2%	29.2%	4.0%	·	·	·	·	·	0.0%	44.5%	·	-24.7%
COc1cc(NC(=S)N(C)CCC#N)c(OC)cc1Cl
→ -4.6%	13.3%	6.8%	-1.2%	-0.261	-0.213	-0.0419	0.757	-0.2%	-3.3%	2.0%	0.3%
Clc1ccccc1Sc1cnc2ccccc2n1
→ 8.9%	-27.8%	-5.3%	10.9%	-0.727	-0.195	-0.111	0.79	0.2%	-10.7%	1.9%	-14.2%
O=S(=O)(c1ccc(Cl)cc1)N1CCN(Cc2c[nH]c3ccccc23)CC1
→ 7.1%	-1.7%	-5.2%	-1.4%	-0.4	-0.12	0.00257	0.267	-0.1%	-0.9%	-2.7%	-2.0%
Cc1ccc(CNC(=O)CCc2c(C)nn(-c3ccc(N4CCOCC4)nn3)c2C)cc1
→ 7.7%	-15.4%	5.6%	·	·	·	·	·	0.2%	6.2%	·	7.5%
O=C(CSc1nc2c(c(=O)n1-c1ccc(Br)cc1)SCC2)NCc1ccco1
→ 8.3%	-0.2%	1.4%	5.4%	2.4	-0.0598	1.93	0.0505	-0.1%	3.1%	-21.0%	2.6%
CC1=N/C(=C\c2ccc([N+](=O)[O-])cc2)C(=O)N1c1ccc(Br)c(C)c1
→ -4.2%	32.3%	-1.3%	5.7%	0.804	-0.0679	0.0252	-1.08	-0.1%	23.3%	-1.9%	22.3%
COc1ccc(N(C)S(=O)(=O)c2cccc(C(=O)Nc3nc4ccccc4[nH]3)c2)cc1
→ 24.1%	-55.5%	0.0%	-11.4%	-0.512	-0.233	-0.584	0.989	-0.5%	19.5%	10.6%	-31.7%
CCC1=Nc2cc(C(=O)NCCN3CCCC3)ccc2Sc2ccc(C)cc21
→ -11.4%	-19.2%	-3.0%	·	·	·	·	·	0.7%	5.6%	·	-15.5%
CCCCN(C)C(=O)c1nc2ccccn2c1CN(C)Cc1csc(C)n1
→ -1.9%	-15.8%	-3.7%	-2.2%	-1.42	-0.252	-0.599	0.976	0.7%	21.3%	2.6%	-13.2%
S=C(Nc1ccc(Nc2ccccc2)cc1)Nc1ccccn1
→ 31.1%	74.1%*	-0.5%	15.0%	-0.644	-0.35	-0.249	0.796	0.2%	17.6%	2.6%	-34.2%[20 µM]
COc1cc(C(=O)NCC(c2cccs2)N(C)C)cc(Cl)c1OC(C)C (stereo not drawn)
→ -1.7%	-32.0%	-1.1%	2.1%	-0.011	-0.187	0.141	0.881	0.8%	12.7%	-5.0%	25.8%
COc1ccc(CC(=O)N2CCc3cc(OC)c(OC)cc3C2)cc1
→ -0.8%	-2.3%	-3.5%	·	·	·	·	·	-0.1%	8.8%	·	-8.6%
CCOC(=O)C1(Cc2cccc(F)c2)CCN(Cc2nc(CC)[nH]c2C)CC1
→ 3.7%	-28.7%	-3.5%	3.8%	-1.36	0.0306	-0.776	1.15	1.8%	17.0%	-2.7%	-22.3%
Cc1ccc(-c2nn(-c3ccccn3)c(=O)c3ccccc23)cc1
→ -3.8%	-53.8%	4.7%	0.5%	-1.13	-0.207	-0.841	-0.0243	-0.3%	-1.2%	0.2%	-8.9%
CCOC(=O)c1c(/N=C/c2cccc(C)c2O)sc2c1CCN(C)C2
→ 29.6%	-21.3%	-5.6%	18.5%	-1.03	-0.257	-0.797	0.435	0.5%	20.6%	-3.5%	-19.7%
O=C1c2oc3ccc(Br)cc3c(=O)c2C(c2cccc(F)c2)N1CCO (stereo not drawn)
→ -4.2%	-12.1%	7.9%	-0.8%	0.0694	-0.182	0.384	-0.78	-0.1%	6.9%	-0.5%	10.6%
CC(C)(C)c1cc(NC(=O)c2c(F)cccc2Cl)n(-c2ccccc2)n1
→ 4.3%	-3.3%	0.3%	·	·	·	·	·	-0.2%	9.9%	·	5.1%
Fc1ccc(Cl)cc1/C=N/n1cnnc1SCc1ccccc1
→ -2.9%	6.4%	-12.0%	3.0%	-0.209	-0.155	0.087	0.00898	0.2%	-11.1%	6.7%	7.1%
COc1ccc(NS(=O)(=O)c2cccc(C(=O)NNC(=O)CNC(=O)c3cccc(C)c3)c2)cc1
→ 4.3%	-42.4%	2.8%	·	·	·	·	·	0.0%	-14.9%	·	-11.9%
Cc1cc2c(cc1S(=O)(=O)Nc1ccc(F)cc1)n(C)c(=O)c(=O)n2C
→ 3.8%	2.4%	3.0%	·	·	·	·	·	0.5%	13.6%	·	7.6%[20 µM]
CCc1n(CC(O)COCc2ccccc2)c2ccccc2[n+]1C (stereo not drawn)
→ 0.3%	-14.0%	1.1%	-2.5%	-0.622	-0.359	-0.323	-0.207	0.7%	1.2%	-1.8%	-5.7%
Cc1ccccc1NC(=O)CSc1nc2ccc(Nc3nc(N4CCOCC4)nc(N4CCOCC4)n3)cc2s1
→ 13.5%	-14.0%	0.1%	·	·	·	·	·	0.0%	23.1%	·	4.5%
Cc1cc(C)cc(OCC(=O)Nc2ccc(CN3CCCCC3)cc2)c1
→ 0.9%	-37.6%	-1.5%	1.2%	-0.324	-0.276	-0.0469	0.557	-0.1%	-11.2%	-3.3%	-48.9%[20 µM]
Cc1nc2c(sc3nc4c(cc32)COC(C)(C)C4)c(=O)o1
→ -11.4%	-16.4%	0.9%	1.2%	-2	-0.13	-0.96	0.311	-0.2%	12.5%	16.6%	-14.5%
CC(C)Sc1nc(N)c2c3c(sc2n1)CN(C)CC3
→ 40.7%	-36.9%	1.8%	20.8%	0.44	-0.0206	0.614	-0.106	-0.4%	-44.8%	-24.0%	-22.6%
Nc1c(Cl)ncnc1N1CCCC1
→ 3.3%	-33.9%	·	5.9%	-0.287	-0.247	-0.198	-0.196	-0.1%	9.1%	-9.8%	-35.6%[20 µM]
COc1cccc(OC)c1C(=O)n1nc(C)cc1C
→ 5.9%	-35.1%	-1.5%	2.1%	-0.891	-0.229	-0.437	1.31	-0.1%	-0.7%	0.7%	-7.6%
Cn1c(=O)c(N)c2c3c(c(Br)ccc31)C(=O)c1ccccc1-2
→ 17.2%	2.5%	2.8%	3.9%	1.07	-0.0414	0.522	-0.472	-0.2%	6.1%	0.6%	9.5%
COCC(=O)N(C)CC1CCCN(CCc2ccccc2OC)C1 (stereo not drawn)
→ 9.1%	-2.4%	4.2%	·	·	·	·	·	0.4%	-6.3%	·	-13.8%
CCOCCCNCc1ccc(OCC(=O)N2CCOCC2)c(OC)c1
→ -2.1%	-25.5%	6.2%	5.9%	0.212	-0.221	0.798	-0.207	-0.1%	2.3%	0.9%	-36.2%[20 µM]
CC(=O)N1CCOc2ccc(S(=O)(=O)Nc3ncccc3C)cc21
→ 11.1%	-11.4%	-0.7%	·	·	·	·	·	0.2%	14.6%	·	-3.6%

Quoted from the listing.
Value of COc1ccc(N(C)S(=O)(=O)c2cccc(C(=O)Nc3nc4ccccc4[nH]3)c2)cc1 under AID2073: 24.1%
Value of CCc1n(CC(O)COCc2ccccc2)c2ccccc2[n+]1C (stereo not drawn) under NOD2 inhibition: 1.2%

Next part
Each structure is followed by: AID2073	NOD1 NF-kB reporter	KOR beta-arrestin-1	M1AAP inhibition	Dynein cargo inh	Dynein cargo inh cytoplasmic EGFP	Dynein cargo inh nuclear GR-EGFP	Dynein cargo inh cell count	GPR55 activation	NOD2 inhibition	M17LAP inhibition	KOR beta-arrestin-2
Clc1ccccc1-c1nnn(Cc2ccc(-c3nn[nH]n3)cc2)n1
→ 5.2%	1.7%	4.0%	5.6%	0.0116	-0.0473	0.0299	0.639	-0.1%	14.2%	43.2%	1.7%
Cc1ccc2cc(CN(Cc3ccco3)C(=O)NCc3ccccc3)c(=O)[nH]c2c1C
→ 7.2%	-0.2%	·	1.4%	0.607	-0.258	0.358	-0.0348	-0.1%	13.5%	-5.9%	23.5%
Cn1cc(S(=O)(=O)NCc2ccc3c(c2)OCO3)c(C(F)(F)F)n1
→ 3.5%	-30.5%	-3.7%	·	·	·	·	·	-0.1%	-10.8%	·	9.7%
CCCCOC(=O)n1c(=O)oc2ccccc21
→ 11.1%	-34.8%	-5.6%	4.5%	0.609	-0.236	-0.00878	0.293	-0.1%	-6.3%	-2.5%	-5.6%
Cc1ccc2c(c1)nnn2C1CCN(C(=O)NC23CC4CC(CC(C4)C2)C3)CC1
→ 5.1%	-7.9%	-2.2%	6.3%	-0.561	-0.154	-0.0953	0.256	0.3%	3.0%	5.1%	17.1%

Some of the compounds tested; count on the stated rates, not on these rows.
